PrPC TRFRET: inhibitors of human cell surface prion protein PrPC, primary screen, cell-based, TR-FRET; TR-FRET read-out; 0.43% of 370,000 active; inhibition, % at 13.8 µM; in the data active means inhibition above about 24%; further: 0% = median of the test wells and 100% = reference compound wells
PfHsp40 rescue: rescue of yeast from PfHsp40 toxicity, primary screen, S. cerevisiae, ATP luminescence; S. cerevisiae expressing PfHsp40, growth rescue; growth rescue, % at 12.5 µM; 0.68% of 340,000 active; in the data active means growth rescue above about 28%, passing the limit was not always enough; inconclusive means no clear call, values can overlap the other calls;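 further: yeast W303a lacking pdr1 and pdr3 grown in galactose medium; growth measured after three days at 30 °C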
FadD28 binding: inhibitors of FadD28 bisubstrate probe binding, primary screen, biochemical, fluorescence polarization, single point; Mycobacterium tuberculosis FadD28 fatty-acid-AMP ligase; 0.22% of 360,000 active; inhibition, % at 12.5 µM; in the data active means inhibition above about 8.5%, passing the limit was not always enough; inconclusive means no clear call, values can overlap the other calls
BoNT F protease: BoNT/F light chain protease inhibitors, primary screen, biochemical, flow cytometry, MLPCN library; Botulinum neurotoxin type F light chain protease (Clostridium botulinum); Multiplex microsphere protease cleavage assay; inhibition, % at 10 µM; 0.22% of 360,000 active; AID 588497, 2011; in the data active means inhibition above about 35%, passing the limit was not always enough; inconclusive means no clear call, values can overlap the other calls; further: plate controls were buffer without enzyme for full effect and enzyme alone for no effect
Anthrax LF prot: Bacillus anthracis LF protease inhibitors, primary screen, biochemical, multiplex microsphere, MLPCN library. Lethal factor (Bacillus anthracis), P15917. multiplex microsphere protease cleavage assay. inhibition, % at 10 µM. 0.12% of 360,000 active; further: plate controls were buffer without enzyme for full effect and enzyme alone for no effect
Target sequence (P15917 whole entry, looked up): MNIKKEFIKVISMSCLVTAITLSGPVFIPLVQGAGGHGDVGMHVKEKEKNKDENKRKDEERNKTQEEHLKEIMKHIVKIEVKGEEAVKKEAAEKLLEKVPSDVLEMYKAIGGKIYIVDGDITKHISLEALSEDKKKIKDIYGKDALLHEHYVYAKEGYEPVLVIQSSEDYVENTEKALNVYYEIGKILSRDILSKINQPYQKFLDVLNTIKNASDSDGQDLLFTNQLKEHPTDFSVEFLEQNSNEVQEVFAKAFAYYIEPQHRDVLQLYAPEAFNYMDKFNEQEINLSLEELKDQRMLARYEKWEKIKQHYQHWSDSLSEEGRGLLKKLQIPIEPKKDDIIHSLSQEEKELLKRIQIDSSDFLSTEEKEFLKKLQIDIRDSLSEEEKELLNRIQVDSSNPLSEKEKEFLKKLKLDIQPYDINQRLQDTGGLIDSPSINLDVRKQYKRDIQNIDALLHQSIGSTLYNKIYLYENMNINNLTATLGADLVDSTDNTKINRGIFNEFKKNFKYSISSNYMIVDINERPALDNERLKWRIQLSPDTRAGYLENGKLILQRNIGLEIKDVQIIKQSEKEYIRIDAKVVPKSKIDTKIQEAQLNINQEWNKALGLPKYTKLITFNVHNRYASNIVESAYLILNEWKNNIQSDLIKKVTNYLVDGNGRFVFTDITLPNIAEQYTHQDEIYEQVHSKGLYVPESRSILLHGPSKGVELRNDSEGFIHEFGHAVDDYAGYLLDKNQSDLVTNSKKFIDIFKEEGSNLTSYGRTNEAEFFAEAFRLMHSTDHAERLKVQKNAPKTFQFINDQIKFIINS
TcdB GH inh: TcdB glycohydrolase inhibitors, primary screen, biochemical, single point, plate reader; Toxin B (Clostridioides difficile), P18177; TcdB glycohydrolase enzymatic assay; inhibition, % at 9.99 µM; 0.24% of 350,000 active; AID 652162, 2013; in the data active means inhibition above about 10%
Y pestis TopoI: Yersinia pestis topoisomerase I inhibitors, primary screen, biochemical, cleavage product accumulation, plate reader, single point | DNA topoisomerase I (Yersinia pestis CO92) | Y. pestis Topo-I cleavage product accumulation | activity, % at 10 µM | 0.064% of 360,000 active; in the data active means activity above about 50%, passing the limit was not always enough; inconclusive means no clear call, values can overlap the other calls; further: inactives centre near 2
BoNT A protease: BoNT/A light chain protease inhibitors, primary screen, biochemical, flow cytometry, MLPCN library | multiplex microsphere protease substrate cleavage | inhibition, % at 10 µM | Botulinum neurotoxin type A light chain protease (Clostridium botulinum A str. ATCC 3502) | 0.17% of 360,000 active | AID 588499, 2011; further: plate controls were buffer without enzyme for full effect and enzyme alone for no effect
CCHF vOTU inh: CCHFV vOTU protease inhibitors, primary screen, biochemical, Pep-AMC substrate, fluorescence; inhibition, % at 11.5 µM; 0.55% of 370,000 active; AID 651958, 2012; Crimean-Congo hemorrhagic fever virus L polyprotein viral ovarian tumor (vOTU) protease …; in the data active means inhibition above about 30%; further: 0% = vehicle wells with enzyme and 100% = no enzyme wells
An asterisk follows results filed as active. Unless noted, no stated cut-off is given here; in the data, active means inhibition above about 30%; inconclusive means no clear call, values can overlap the other calls; inactive means below that.

What do the screens show for `CC1(C)CC(=O)C2=C(C1)NC(=O)CC2c1cccc(F)c1` (stereo not drawn)?
PrPC TRFRET: 0; PfHsp40 rescue: -0.2; FadD28 binding: -3.6; BoNT F protease: 0; Anthrax LF prot: 3; Y pestis TopoI: -1; BoNT A protease: 0.2; CCHF vOTU inh: 3

What do the screens show for `Cc1ccc(/C=C2\CCC3=C2OC(N)=C(C#N)C3c2ccc(C)cc2)cc1` (stereo not drawn)?
PfHsp40 rescue: 0.4; FadD28 binding: -1.5; BoNT F protease: 42*; Anthrax LF prot: 6; Y pestis TopoI: 3; BoNT A protease: 6.8

Results for CCOc1ccc(-n2nnc3c(=O)n(C/C=C/c4ccccc4)cnc32)cc1 ?
PrPC TRFRET: 5; PfHsp40 rescue: 0.9; FadD28 binding: -0.5; BoNT F protease: -6; Anthrax LF prot: 0; TcdB GH inh: 1.4; Y pestis TopoI: 4; BoNT A protease: -0.3; CCHF vOTU inh: 6

What do the screens show for `CC(=O)C(C(c1ccccc1)N1CCOCC1)N1CCOCC1` (stereo not drawn)?
PrPC TRFRET: -2; PfHsp40 rescue: -0.3; FadD28 binding: -1.6; BoNT F protease: -8; Anthrax LF prot: 2; TcdB GH inh: 0.7; Y pestis TopoI: -3; BoNT A protease: -0.5; CCHF vOTU inh: 4

Results for CC(C)COc1ccc(C(=O)NC(=S)Nc2ccc(CN3CCOCC3)cc2)cc1 ?
PrPC TRFRET: 5; PfHsp40 rescue: -0.1; FadD28 binding: 0.1; BoNT F protease: 1; Anthrax LF prot: -1; TcdB GH inh: -6.6; Y pestis TopoI: -3; BoNT A protease: 0.1; CCHF vOTU inh: 9

Results for Cc1ccc(S(=O)(=O)NCC(=O)N/N=C/c2ccc(Cl)cc2Cl)cc1 ?
PrPC TRFRET: -3; PfHsp40 rescue: -0.2; FadD28 binding: -5.4; BoNT F protease: 3; Anthrax LF prot: -2; TcdB GH inh: 0.8; Y pestis TopoI: 9; BoNT A protease: 0.5; CCHF vOTU inh: -5

Results for O=C(O)c1ccccc1C(=O)c1cccs1 ?
PrPC TRFRET: -9; PfHsp40 rescue: -1.7; FadD28 binding: -2.6; BoNT F protease: 0; Anthrax LF prot: -2; Y pestis TopoI: -9; BoNT A protease: 0.2; CCHF vOTU inh: -14

How did CCn1c(C)c(C(C)=O)c(N2CCN(c3ccccn3)CC2)nc1=S do in these assays?
PrPC TRFRET: -6; PfHsp40 rescue: -0.2; FadD28 binding: -0.6; BoNT F protease: 2; Anthrax LF prot: 6; TcdB GH inh: -1.1; Y pestis TopoI: 15; BoNT A protease: 4.0; CCHF vOTU inh: 17

How did O=[N+]([O-])c1ccc(Nc2nc(N/N=C/c3cccc(F)c3)nc(N3CCCC3)n2)cc1 do in these assays?
PrPC TRFRET: 1; PfHsp40 rescue: 0.5; FadD28 binding: -2.5; BoNT F protease: -12; Anthrax LF prot: -1; TcdB GH inh: 0.5; Y pestis TopoI: -8; BoNT A protease: -2.2; CCHF vOTU inh: 6

What do the screens show for `COc1cc(/C=C2\SC(=S)N(NC(=O)c3ccc(O)cc3)C2=O)ccc1O`?
PrPC TRFRET: -12; PfHsp40 rescue: 0.9; FadD28 binding: inconclusive; BoNT F protease: inconclusive; Anthrax LF prot: -11; TcdB GH inh: 2.9; Y pestis TopoI: -9; BoNT A protease: 12; CCHF vOTU inh: -4

How did Cn1cnc([N+](=O)[O-])c1Sc1ccccc1 do in these assays?
PrPC TRFRET: -6; PfHsp40 rescue: 0.9; FadD28 binding: -1.7; BoNT F protease: -5; Anthrax LF prot: -4; Y pestis TopoI: -2; BoNT A protease: -3.4; CCHF vOTU inh: -1

How did O=C(CSc1nc2ccccc2c(=O)n1-c1ccc(F)cc1)NC1CC1 do in these assays?
PrPC TRFRET: -9; PfHsp40 rescue: -0.5; FadD28 binding: -0.5; BoNT F protease: -5; Anthrax LF prot: 4; TcdB GH inh: -0.3; Y pestis TopoI: 2; BoNT A protease: -1.2; CCHF vOTU inh: -2

Results for COc1ccc(Br)cc1C1N2CC3(C)CN1CC(C)(C2)C3=O (stereo not drawn) ?
PrPC TRFRET: -4; PfHsp40 rescue: -0.8; FadD28 binding: -3.4; BoNT F protease: -2; Anthrax LF prot: -3; Y pestis TopoI: -1; BoNT A protease: 0.5; CCHF vOTU inh: -10

What do the screens show for `Cn1c(C(=O)N2CCC(C(N)=O)CC2)cc2cc(Cl)ccc21`?
PrPC TRFRET: 5; PfHsp40 rescue: 8.1; FadD28 binding: -2.3; BoNT F protease: inconclusive; Anthrax LF prot: -11; TcdB GH inh: 0.2; Y pestis TopoI: 3; BoNT A protease: -1.0; CCHF vOTU inh: -1

How did Cc1cc(NC(=O)CSc2nc(C(C)C)nc3sc4c(c23)CCCC4)no1 do in these assays?
PrPC TRFRET: 0; PfHsp40 rescue: -0.1; FadD28 binding: -6.2; BoNT F protease: 13; Anthrax LF prot: 1; Y pestis TopoI: 7; BoNT A protease: 1.4; CCHF vOTU inh: -10

How did c1ccc(-c2cnnc(N3CCCCC3)n2)cc1 do in these assays?
PrPC TRFRET: -8; PfHsp40 rescue: 0.5; FadD28 binding: -0.3; Y pestis TopoI: -7; CCHF vOTU inh: 18

What do the screens show for `CCOC(=O)c1c(C)[nH]c(C(=O)CN2CC(C)OC(C)C2)c1C` (stereo not drawn)?
PrPC TRFRET: 5; PfHsp40 rescue: -2.4; FadD28 binding: -1.5; BoNT F protease: -6; Anthrax LF prot: -1; Y pestis TopoI: -3; BoNT A protease: -1.5; CCHF vOTU inh: -5

Results for COc1ccccc1C(C)NC(=O)CCOc1cccc(C)c1 (stereo not drawn) ?
PrPC TRFRET: -1; PfHsp40 rescue: 1.1; FadD28 binding: -0.6; BoNT F protease: 0; Anthrax LF prot: -1; TcdB GH inh: 0.2; Y pestis TopoI: 10; BoNT A protease: -0.1; CCHF vOTU inh: 10

Results for CCCCN(C(=O)c1cc2c(s1)CCC2)c1c(N)n(CC(C)C)c(=O)[nH]c1=O ?
PrPC TRFRET: -9; PfHsp40 rescue: -0.1; FadD28 binding: -0.9; BoNT F protease: -2; Anthrax LF prot: -13; TcdB GH inh: 2.0; Y pestis TopoI: -3; BoNT A protease: 0.5; CCHF vOTU inh: 4

What do the screens show for `CC(C)CC(c1nnnn1C(C)C)N1CCN(c2ccccc2)CC1` (stereo not drawn)?
PrPC TRFRET: -2; PfHsp40 rescue: -0.2; FadD28 binding: -0.2; BoNT F protease: -2; Anthrax LF prot: 3; Y pestis TopoI: 4; BoNT A protease: -0.1; CCHF vOTU inh: 6

What do the screens show for `COc1cc(NC(=O)CN2CCCCCC2)cc(OC)c1`?
PrPC TRFRET: -9; PfHsp40 rescue: -0.9; FadD28 binding: -1.1; BoNT F protease: 1; Anthrax LF prot: -7; TcdB GH inh: 1.4; Y pestis TopoI: 12; BoNT A protease: -1.8; CCHF vOTU inh: 13

Results for O=C(CN1C(=O)S/C(=C/c2cc(Br)cs2)C1=O)N1CCOCC1 ?
PrPC TRFRET: -5; PfHsp40 rescue: 0.7; FadD28 binding: -2.6; BoNT F protease: 7; Anthrax LF prot: -2; Y pestis TopoI: 2; BoNT A protease: 1.0; CCHF vOTU inh: -14

What do the screens show for `CCC(=O)N1CCc2cc(S(=O)(=O)NCCCN(CC)Cc3ccccc3)ccc21`?
PrPC TRFRET: -1; PfHsp40 rescue: -1.0; FadD28 binding: 1.1; BoNT F protease: 8; Anthrax LF prot: -1; Y pestis TopoI: 1; BoNT A protease: 0.7; CCHF vOTU inh: 8

What do the screens show for `COc1ccc[nH]c1=O`?
PrPC TRFRET: -5; PfHsp40 rescue: 0.1; FadD28 binding: 0.5; BoNT F protease: -15; Anthrax LF prot: -2; TcdB GH inh: 1.2; Y pestis TopoI: 2; BoNT A protease: inconclusive; CCHF vOTU inh: -12

Three entries drawn at random from those above:
What do the screens show for `COc1ccc[nH]c1=O`?
PrPC TRFRET: -5; PfHsp40 rescue: 0.1; FadD28 binding: 0.5; BoNT F protease: -15; Anthrax LF prot: -2; TcdB GH inh: 1.2; Y pestis TopoI: 2; BoNT A protease: inconclusive; CCHF vOTU inh: -12

What do the screens show for `CCOC(=O)c1c(C)[nH]c(C(=O)CN2CC(C)OC(C)C2)c1C` (stereo not drawn)?
PrPC TRFRET: 5; PfHsp40 rescue: -2.4; FadD28 binding: -1.5; BoNT F protease: -6; Anthrax LF prot: -1; Y pestis TopoI: -3; BoNT A protease: -1.5; CCHF vOTU inh: -5

Results for COc1ccccc1C(C)NC(=O)CCOc1cccc(C)c1 (stereo not drawn) ?
PrPC TRFRET: -1; PfHsp40 rescue: 1.1; FadD28 binding: -0.6; BoNT F protease: 0; Anthrax LF prot: -1; TcdB GH inh: 0.2; Y pestis TopoI: 10; BoNT A protease: -0.1; CCHF vOTU inh: 10

Going on with the list:
How did O=NC1=C(c2c(O)[nH]c3ccccc23)CCCC1 do in these assays?
PrPC TRFRET: -3; PfHsp40 rescue: 0.2; FadD28 binding: -6.2; BoNT F protease: -7; Anthrax LF prot: -5; TcdB GH inh: -1.1; Y pestis TopoI: -1; BoNT A protease: 1.3; CCHF vOTU inh: -2

What do the screens show for `CCOC(=O)C1CCN(C(=O)CN2C(=O)c3cccnc3Oc3ccccc32)CC1`?
PrPC TRFRET: 3; PfHsp40 rescue: -0.4; FadD28 binding: 1.9; BoNT F protease: 0; Anthrax LF prot: -1; TcdB GH inh: 0.3; Y pestis TopoI: 3; BoNT A protease: -0.7; CCHF vOTU inh: 12

How did O=C(O)c1ccc(Cl)c(S(=O)(=O)N2CCCCCC2)c1 do in these assays?
PrPC TRFRET: 0; PfHsp40 rescue: -0.3; FadD28 binding: -4.9; BoNT F protease: -1; Anthrax LF prot: -6; TcdB GH inh: -1.7; Y pestis TopoI: -7; BoNT A protease: 0.3; CCHF vOTU inh: 8

Results for CCOc1cc(N2CCOCC2)c(OCC)cc1NC(=O)COC(=O)c1ccc(Cl)cc1N ?
PrPC TRFRET: 6; PfHsp40 rescue: -1.3; FadD28 binding: 0.3; BoNT F protease: -8; Anthrax LF prot: -5; TcdB GH inh: 0.5; Y pestis TopoI: 5; BoNT A protease: 0.0; CCHF vOTU inh: -3

How did Cn1c(=O)[nH]c(=O)c2c1nc(NCCCO)n2CCOc1ccccc1 do in these assays?
PrPC TRFRET: 6; PfHsp40 rescue: 0.1; FadD28 binding: -1.2; BoNT F protease: -2; Anthrax LF prot: -2; TcdB GH inh: -0.8; Y pestis TopoI: -6; BoNT A protease: -1.4; CCHF vOTU inh: -7

What do the screens show for `Cc1ccc(C2NS(=O)(=O)N=C2N)cc1` (stereo not drawn)?
PrPC TRFRET: 5; PfHsp40 rescue: 0.5; FadD28 binding: -0.9; BoNT F protease: 7; Anthrax LF prot: -6; Y pestis TopoI: 5; BoNT A protease: 4.0; CCHF vOTU inh: -4
